PP1 inh: blocks human PP1-alpha phosphatase, a PP5 counter-screen; inhibition, % at 6.7 µM; P62136; AID 2235; actives 0.9% (n = 320,000); purified PP1alpha, OMFP fluorescence;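 active = inhibition above the mean inhibition of all tested compounds plus 3 SD, computed separately for each screening campaign, cut at about 15% in these data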
Target sequence (P62136 whole entry, looked up): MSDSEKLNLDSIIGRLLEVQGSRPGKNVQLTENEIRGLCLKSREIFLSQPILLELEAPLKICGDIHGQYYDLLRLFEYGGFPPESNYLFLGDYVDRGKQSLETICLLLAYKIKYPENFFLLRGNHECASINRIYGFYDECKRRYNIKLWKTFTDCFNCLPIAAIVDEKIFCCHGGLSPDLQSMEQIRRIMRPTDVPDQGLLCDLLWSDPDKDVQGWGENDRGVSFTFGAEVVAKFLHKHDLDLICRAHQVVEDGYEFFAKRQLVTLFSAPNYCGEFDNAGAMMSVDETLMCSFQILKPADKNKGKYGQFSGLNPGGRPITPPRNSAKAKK
Fh CTSL1 inh: blocks F. hepatica cathepsin L1 in PFM18AAP counter-screen | AID 1906 | inhibition, % at 5.96 µM | recombinant F. hepatica cathepsin L1, Z-Leu-Arg-MCA fluorescence | actives 0.49% (n = 300,000);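 active = inhibition above the mean of all tested compounds plus 3 SD, set per screening campaign, cut at about 17% in these data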;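 note: 0% = plate median of test compound wells and 100% = 1 µM Z-Phe-Ala-diazomethylketone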
AHR act: human AHR activation. AHR-responsive luciferase reporter cells, luminescence. activation, % at 5 µM. actives 2.5% (n = 320,000); in the data active = activation above about 47%;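 note: 0% = vehicle wells and 100% = reference agonist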
PP5 inh: PP5 (human) phosphatase inhibition | purified PP5c, OMFP substrate fluorescence | inhibition, % at 6.7 µM | AID 1987 | P53041 | actives 0.18% (n = 320,000);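 active = inhibition above the campaign's mean inhibition across all tested compounds plus 3 SD, cut at about 9.5% in these data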;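 note: 0% = DMSO only and 100% = 100 µM cantharidin control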
Target sequence (P53041 whole entry, looked up): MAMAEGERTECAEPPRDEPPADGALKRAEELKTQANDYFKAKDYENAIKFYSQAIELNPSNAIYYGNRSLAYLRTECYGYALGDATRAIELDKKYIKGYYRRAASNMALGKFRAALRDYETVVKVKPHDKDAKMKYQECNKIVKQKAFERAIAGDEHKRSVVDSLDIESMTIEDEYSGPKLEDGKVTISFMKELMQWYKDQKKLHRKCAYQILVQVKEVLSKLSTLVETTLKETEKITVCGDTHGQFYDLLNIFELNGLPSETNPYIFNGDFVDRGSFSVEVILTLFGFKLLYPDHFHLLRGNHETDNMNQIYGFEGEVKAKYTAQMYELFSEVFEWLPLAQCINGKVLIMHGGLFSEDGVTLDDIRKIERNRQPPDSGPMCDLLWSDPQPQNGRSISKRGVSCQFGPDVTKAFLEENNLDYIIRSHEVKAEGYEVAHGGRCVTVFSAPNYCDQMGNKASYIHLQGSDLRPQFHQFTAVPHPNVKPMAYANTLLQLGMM
TPT1 inh: C. albicans TPT1 enzyme inhibition | actives 0.81% (n = 300,000) | recombinant caTPT1, FP RNA substrate dephosphorylation | inhibition, % at 5 µM | AID 1962;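 active = inhibition above the mean of all tested compounds plus 3 SD, set per screening campaign, cut at about 24% in these data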;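 note: plate controls were DMSO alone for no effect and ferristatin control at 100 nM for full effect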
proCasp7 act: counter-screen: procaspase-7 (human) activation; P55210; activation, % at 8.5 µM; recombinant procaspase-7, Ac-DEVD-pNA absorbance 405 nm; D23A/D198A/D206A triple mutant, cannot self-cleave; scale: DMSO 0, 5 µM enzyme 100; actives 0.093% (n = 330,000);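 active = percent activation above the screen-wide mean plus 3 SD, cut at about 25% in these data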
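Material: Procaspase-7 triple mutant (PC-7 D3A) | Quantity: 2 µM procaspase-7 mutant as dispensed | Reagent: DEVD-pNA substrate | Times: 1 h preincubation, 2 h reaction | Technique: 405 nm absorbance of p-nitroaniline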
proCasp3 act: procaspase-3 (human) activation. recombinant procaspase-3 D3A, Ac-DEVD-pNA absorbance 405 nm. activation, % at 8.5 µM. actives 0.11% (n = 330,000);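 active = activation above the mean of all tested compounds plus 3 SD, cut at about 21% in these data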;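 note: 0% = DMSO alone and 100% = DMSO wells spiked with extra 5 µM PC-3 D3A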
Target sequence (P42574 whole entry D9A/D28A/D175A): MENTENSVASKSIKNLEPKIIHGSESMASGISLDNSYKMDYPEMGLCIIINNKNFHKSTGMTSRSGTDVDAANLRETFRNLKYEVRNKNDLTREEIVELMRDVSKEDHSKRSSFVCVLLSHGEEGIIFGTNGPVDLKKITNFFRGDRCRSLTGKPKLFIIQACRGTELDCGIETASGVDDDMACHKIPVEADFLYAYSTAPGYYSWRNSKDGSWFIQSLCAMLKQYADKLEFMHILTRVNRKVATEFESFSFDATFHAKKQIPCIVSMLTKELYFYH
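Compound: 8.5 µM single point, 0.8% DMSO / Material: Autoprocessing-dead procaspase-3 D3A mutant enzyme / Timing: 1 h preincubation plus 2 h reaction at 25 °C / Medium: Zinc-free HEPES/NaCl buffer with 0.01% Triton X-100 at pH 7.4 / Technique: 405 nm absorbance of p-nitroaniline, reads at 0 and 120 min / Repeats: one well per compound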
PAFAH2 FP inh: PAFAH2 (human) inhibition; Q99487; inhibition, % at 3.39 µM; actives 0.99% (n = 340,000); AID 492956; recombinant PAFAH2, FP-rhodamine activity probe, fluorescence polarization;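 active = inhibition above the mean over all tested compounds plus 3 SD, cut at about 30% in these data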;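 note: inhibitors block probe labeling of enzyme so polarization drops; 0% = enzyme with DMSO and 100% = wells lacking PAFAH2 protein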
HCV core dimer: blocks dimerization of HCV core protein. TR-FRET GST/Flag-core106 dimerization, 1536-well. inhibition, % at 5 µM. actives 0.33% (n = 300,000);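 active = inhibition above the mean of all tested compounds plus 3 SD, set per screening campaign, cut at about 45% in these data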
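System: GST/Flag-tagged HCV core106 proteins. Incubation: compound-protein-antibody incubation 4 h at 22.5 °C. Technique: HTRF with 340 nm excitation, 617/671 nm emission. Medium: KF-containing HEPES buffer, pH 7.45, DTT, CHAPS, BSA. Read-out: inhibition (%) from 671 over 617 nm ratio. Also added: Eu(K)-anti-GST 90 ng/mL plus XL665-anti-Flag 1 µg/mL.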
Numbers without * were called inactive; . = not tested or not shown. Compounds were not picked by outcome (roughly 5.6% active in at least one column).

SMILES | PP1 inh | Fh CTSL1 inh | AHR act | PP5 inh | TPT1 inh | proCasp7 act | proCasp3 act | PAFAH2 FP inh | HCV core dimer
CCOC(=O)c1c(NC(=S)N2CCOCC2)sc2c1CCN(C(=O)OCC)C2 | 6.3 | -0.7 | -4.2 | -2.1 | -3.7 | -13.8 | -3.8 | . | 15.6
Cc1cc(C)n2nc(SC(C)C(=O)Nc3ccccc3F)nc2n1 (stereo not drawn) | . | . | -2.3 | . | . | -2.5 | -8.2 | 1.4 | .
Cc1nc2ccccn2c1/C(O)=C1\C(=O)C(=O)N(CCN2CCOCC2)C1c1cccs1 (stereo not drawn) | -1.3 | -2.7 | -1.8 | 0.9 | -2.1 | -10.9 | -9.3 | 0.1 | -4.5
Cc1c(/C=N/NC(N)=O)c2ccccn2c1C(=O)c1ccc(F)cc1 | 0.2 | 1.2 | 90.3* | 3.3 | 2.9 | -9.5 | 1.6 | 6.2 | -19.1
O=C(CCCSc1nc2ccccc2[nH]1)NC(c1ccccc1)c1ccccc1 | -3.6 | 1.7 | 1.7 | 2.2 | 1.1 | 4.1 | 12.6 | 10.1 | 7.4
O=C(CNC(=O)c1cccc(F)c1)N/N=C/c1ccc(O)c([N+](=O)[O-])c1 | 1.3 | 4.5 | -0.2 | -0.2 | -0.6 | -3.0 | 9.8 | 13.8 | -8.2
C#CCNC(=O)C1=C[C@H](C2CCCCC2)C[C@H](OCc2ccc(CO)cc2)O1 | 7.4 | 2.9 | 0.0 | 1.3 | 1.0 | 2.6 | 5.2 | 5.7 | 11.8
C/C(=N/O)c1c(O)c(C)c(-c2ccccc2)n(-c2ccccc2)c1=O | 1.9 | 3.5 | -1.0 | 1.9 | 3.1 | -5.2 | 3.8 | 1.3 | -18.3
Cc1cc(Cl)ccc1NC(=O)CN1CCC(C(O)(c2ccccc2)c2ccccc2)CC1 | 5.2 | 4.8 | 10.9 | 4.4 | -1.6 | -5.9 | 3.3 | -5.4 | 3.7
CC(C)Oc1ccccc1C1Nc2ccccc2C(=O)N1c1ccc2c(c1)OCCO2 (stereo not drawn) | -1.1 | -1.0 | 6.2 | 3.0 | 5.3 | -8.9 | -5.8 | -4.5 | 15.6
O=S(=O)(c1cccc(Cn2nnc(-c3ccc(F)cc3)n2)c1)N1CCOCC1 | -1.4 | 0.3 | -1.3 | -0.3 | 0.1 | 3.2 | 1.7 | 1.4 | 0.5
Cc1cccc2cc(COC(=O)c3cccs3)c(=O)[nH]c12 | -2.2 | 1.1 | 1.6 | 1.3 | -0.1 | 7.4 | 0.9 | 4.5 | 6.9
CCCCn1c(-c2cc(Cl)ccc2OC)n[nH]c1=S | -1.8 | 4.0 | 3.8 | 4.3 | -1.0 | -32.6 | -21.4 | 4.2 | 5.2
COc1cccc(C(=O)NNC(=O)C2CCCO2)c1 (stereo not drawn) | 0.8 | 1.7 | -5.1 | 2.2 | 0.7 | 11.7 | -0.1 | 2.5 | -20.1
CCc1cccc(OCCCCNCCO)c1 | -3.5 | -3.8 | -1.5 | -1.2 | -1.1 | 9.2 | -4.1 | -0.1 | -1.4
CCCC(C)NC(=O)/C=C/c1cccc([N+](=O)[O-])c1 (stereo not drawn) | -3.8 | 0.6 | 5.4 | 0.3 | -2.8 | -0.8 | 2.3 | -0.1 | -6.0
O=c1cc(CO)occ1OCc1cccc(F)c1 | -3.0 | -1.0 | -0.6 | 1.4 | 2.0 | 10.2 | 9.4 | 7.0 | -2.6
CCCCNS(=O)(=O)c1cc2c3c(c1)CCN3C(=O)CC2 | 6.5 | 10.6 | 1.3 | -0.2 | -1.4 | -4.7 | 5.6 | 0.6 | -20.4
CCOc1ccc(N(CC(=O)NCc2cccc(OC)c2)S(=O)(=O)c2c(C)noc2C)cc1 | -0.9 | -0.5 | 2.0 | -0.3 | -0.3 | 4.7 | -3.7 | 5.4 | 0.6
CN(CCOc1ccc(Cl)cc1)C(=O)c1cc(S(=O)(=O)N2CCOCC2)ccc1N1CCCC1 | -1.4 | . | 2.1 | 0.6 | . | -3.0 | 0.6 | 5.0 | .
Cc1ccc(-c2[nH]c3cc(C(N)=O)ccc3c(=O)c2O)cc1 | 1.6 | 3.9 | 66.3* | 0.7 | -12.2 | 0.7 | 1.2 | -19.8 | -23.1
CCOC(=O)C(c1ccccc1)C(Nc1ccc(Cl)c(Cl)c1)c1ccccn1 (stereo not drawn) | -2.4 | 5.7 | 0.6 | 0.3 | -1.8 | -2.4 | -0.6 | . | -1.0
O=c1c2cccnc2[nH]c(=S)n1CCCN1CCN(c2ccccc2F)CC1 | -0.3 | -0.8 | -0.2 | 0.4 | 0.1 | -7.6 | 2.0 | -2.9 | -3.0
COc1ccc(OC)c(-c2oc3ccccc3c(=O)c2O)c1 | 4.4 | -1.4 | 13.9 | -0.1 | 0.1 | -11.3 | -11.4 | -1.3 | 1.4

Part of the list above in order of heavy-atom count, high to low.
SMILES | PP1 inh | Fh CTSL1 inh | AHR act | PP5 inh | TPT1 inh | proCasp7 act | proCasp3 act | PAFAH2 FP inh | HCV core dimer
CCOC(=O)C(c1ccccc1)C(Nc1ccc(Cl)c(Cl)c1)c1ccccn1 (stereo not drawn) | -2.4 | 5.7 | 0.6 | 0.3 | -1.8 | -2.4 | -0.6 | . | -1.0
CCCCNS(=O)(=O)c1cc2c3c(c1)CCN3C(=O)CC2 | 6.5 | 10.6 | 1.3 | -0.2 | -1.4 | -4.7 | 5.6 | 0.6 | -20.4
CCCCn1c(-c2cc(Cl)ccc2OC)n[nH]c1=S | -1.8 | 4.0 | 3.8 | 4.3 | -1.0 | -32.6 | -21.4 | 4.2 | 5.2
O=c1cc(CO)occ1OCc1cccc(F)c1 | -3.0 | -1.0 | -0.6 | 1.4 | 2.0 | 10.2 | 9.4 | 7.0 | -2.6

Next section
SMILES | PP1 inh | Fh CTSL1 inh | AHR act | PP5 inh | TPT1 inh | proCasp7 act | proCasp3 act | PAFAH2 FP inh | HCV core dimer
Cc1cccc(N(Cc2ccccc2)C(=O)c2cccc(S(=O)(=O)N3CC(C)OC(C)C3)c2)c1 (stereo not drawn) | -2.1 | 1.3 | -0.3 | 2.4 | -3.6 | 6.6 | 0.3 | 3.2 | 6.8
Cc1ccc(N2CC(C(=O)N/N=C/c3sccc3C)CC2=O)cc1 (stereo not drawn) | -1.7 | 5.2 | 3.7 | 1.8 | 2.8 | 2.6 | 1.6 | 0.0 | -4.4
CC(=O)c1cccc(N(C(=O)CNC(=O)c2ccco2)C(C(=O)NC2CCCC2)c2ccc(C)o2)c1 (stereo not drawn) | -1.4 | -1.8 | -0.5 | 3.0 | -2.5 | 1.6 | -5.3 | 5.6 | 2.5
O=C(Nc1nc(-c2ccco2)c(-c2ccco2)s1)c1cnccn1 | 23.1* | 5.9 | 20.1 | 0.4 | -1.9 | -20.7 | -7.7 | . | 68.8*
COCCNC(=O)C(c1ccc(C)o1)N(Cc1ccc(F)cc1)C(=O)Cn1nnc2ccccc21 (stereo not drawn) | -1.7 | -2.2 | 5.0 | 2.0 | -5.4 | -0.2 | 11.9 | -6.0 | -2.7
CCCNS(=O)(=O)c1ccc2c(c1)CCCN2C(C)=O | -0.3 | -1.0 | -0.1 | -1.8 | 1.0 | 2.1 | -6.4 | -2.8 | -10.8
O=C(CSc1nc2ccccc2c(=O)[nH]1)Nc1ccc(Br)cc1 | 3.1 | 1.3 | 14.7 | 0.2 | -1.0 | 5.5 | -2.4 | 1.7 | -7.8
O=C1CC(c2ccco2)Sc2nc3ccccc3n21 (stereo not drawn) | -1.3 | -0.6 | 19.7 | 1.2 | -1.7 | 4.6 | -0.2 | 13.8 | 3.7
CN(C(=O)CCN1CCCO1)C1CCCN(Cc2ccccc2F)C1 (stereo not drawn) | -0.7 | 0.9 | 2.9 | -0.1 | 1.7 | 6.9 | 3.2 | 2.1 | 4.0
O=C(c1c(F)cccc1F)N1CCC(O)(c2ccc(F)cc2)CC1 | 0.4 | -6.2 | 1.0 | 0.1 | -1.8 | 8.8 | -5.9 | 0.7 | -4.5
Cc1c(Cl)cnc(NC(=O)COC(=O)CNC(=O)c2ccccc2)c1Cl | . | . | 0.1 | . | . | -8.3 | 8.0 | 8.8 | .
COc1cccc(NC(=O)CNC(=O)c2ccc(C)o2)c1 | -0.8 | 0.7 | 7.6 | 0.6 | 1.2 | 2.8 | -1.7 | 9.3 | -0.7
Cc1cc(=O)[nH]c(SCc2cccc3ccccc23)n1 | -0.8 | 0.0 | 8.8 | 1.0 | -3.0 | 7.7 | -1.1 | 35.5* | 4.7
COc1ccc(-c2nn(-c3ccccc3)cc2/C=C/C(=O)NCCCn2ccnc2)cc1OC | 2.7 | -4.2 | 12.7 | 1.1 | -1.8 | 2.1 | 3.9 | -2.5 | -1.0
CC(C)c1ccc(NC(=O)CCN2C(=O)c3ccc([N+](=O)[O-])cc3C2=O)cc1 | -1.0 | 0.7 | 0.3 | 0.8 | 0.9 | -0.8 | -3.2 | 0.6 | 3.1
CCCS(=O)(=O)N1CCN(C(=O)c2ccc(-c3ccccc3)cc2)CC1 | 2.1 | -5.6 | 2.3 | 0.2 | -5.4 | 10.0 | -0.9 | -1.1 | 5.1
COc1cccc(C(C(=O)Nc2ccc(F)cc2)N(C(=O)Cn2nnc3ccccc32)C2CC2)c1 (stereo not drawn) | -0.5 | 1.9 | 1.3 | 3.1 | -0.2 | 13.2 | 6.9 | -9.0 | 4.8
COc1ccccc1NC(=O)CN1CCN(CC(=O)Nc2ccc(OCc3ccccc3)cc2)CC1 | -1.8 | 8.4 | 4.4 | -9.1 | -0.9 | 7.2 | 0.0 | -6.3 | -1.1
O=C1CSC(c2ccccc2)N1Nc1nc(N2CCOCC2)nc(N2CCOCC2)n1 (stereo not drawn) | 0.7 | 1.8 | 1.2 | 4.1 | -3.2 | 7.9 | -0.4 | 2.2 | -15.4
CCOC(=O)CN1CC23C=CC(O2)C(C(=O)Nc2ccc(C(C)=O)cc2)C3C1=O (stereo not drawn) | -2.6 | 0.3 | -1.6 | -0.4 | -0.4 | 9.7 | 0.6 | -5.2 | 1.3
COc1cc(C(C)=O)ccc1Oc1ncccn1 | -1.1 | 0.0 | 0.6 | 1.9 | -0.5 | -7.6 | -10.2 | -1.9 | -0.2
COCn1c(-c2ccc(OC)cc2)nc2ccccc21 | -9.8 | 3.3 | 55.3* | -1.5 | -1.6 | 0.4 | -8.9 | 5.0 | -2.3
N#CC(c1ccccn1)(c1ncc(C(F)(F)F)cc1Cl)N1CCOCC1 (stereo not drawn) | -2.5 | 5.1 | 0.3 | 2.1 | -1.0 | -3.1 | 2.1 | 11.6 | -0.8
Cc1ccc(-n2nc3ccc(NC(=O)c4cccc([N+](=O)[O-])c4C)cc3n2)cc1 | -4.0 | 3.5 | 1.0 | 2.5 | -1.1 | 19.5 | 1.6 | -5.3 | 0.3
COc1ccc(NC2c3ncccc3C(=O)N2Cc2cccs2)cc1 (stereo not drawn) | 2.5 | -2.1 | 1.6 | 5.2 | -3.9 | -1.7 | -2.0 | -4.3 | -10.8

Bioassay records from PubChem.
